Source: PubChem (National Center for Advancing Translational Sciences (NCATS))
Lipid storage S3: qHTS Assay for Lipid Storage Modulators in Drosophila S3 Cells. 0.64% of 320,000 active. AID 2685, 2010. Drosophila S3 cells, BODIPY lipid droplet fluorescence, 18-24 h; cells fed with added oleic acid. Potency in µM for hits, for the others lipid storage change, negative = inhibition, % at the top dose, mostly 46.1 µM; active = well fitted inhibition curve with a large enough effect in the signal ratio, with a control signal flat, not every such curve was filed as active; inconclusive = small, poorly fitted or top-dose-only effect, or effect the other way, or a change in a side signal; the % refers to the signal ratio
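Laser-scanning cytometry quantifies lipid droplet accumulation (500–530 nm total intensity; droplet/cell object ratio) in oleic acid-fed (400 uM added) Drosophila S3 cells treated with a concentration series. 20 uM Triacsin C defined 100% inhibition.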
Lipid storage S3 cell count max: further read-out of Lipid storage S3, marked with its call; cell number change, %; measured here: cell count max response;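 cells counted by Cell Tracker Red CMTPX staining in the red channel; peak over a dose series mostly up to 46.1 µM; percent activity relative to internal control wells on each plate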
Active calls of the source: *; i = inactive; ? = inconclusive; / = no result given; [ ] = another dose, or the depositor's remark. % is set by controls: 0 for no effect and ±100 for the full control effect; potency is the fitted concentration of half-maximal effect. The list is partial. The share of hits here may be higher or lower than overall.

Start of the data: the first two records as a preview:
Lipid storage S3 | Lipid storage S3 cell count max | SMILES
? | / | O=C(Nc1ccccc1C(=O)NCCc1ccccc1)c1ccco1
i | 7.0 | Clc1ccc(CNC2CCN(Cc3ccccc3)CC2)cc1

The whole of this part, from the start:
Lipid storage S3 | Lipid storage S3 cell count max | SMILES
? | / | O=C(Nc1ccccc1C(=O)NCCc1ccccc1)c1ccco1
i | 7.0 | Clc1ccc(CNC2CCN(Cc3ccccc3)CC2)cc1
? | / | OC(C#Cc1ccccn1)c1cccs1 (stereo unspecified)
? | / | Cc1cc(NC(=O)CSc2cn(CCNC(=O)c3ccc(F)cc3)c3ccccc23)no1
i | / | Cc1cccc(NC(=O)C2CCCN(S(=O)(=O)c3ccc4c(c3)oc(=O)n4C)C2)c1 (stereo unspecified)
? | / | O=C(OCC(=O)N1CCN(C(=O)c2ccco2)CC1)c1sc2ccccc2c1Cl
? | / | COc1ccc(NC(=O)C(CCS(C)(=O)=O)NC(C)=O)cc1 (stereo unspecified)
0.0% | -11.3 | Cc1ccccc1Oc1ccc(-c2nc(N)nc(N)n2)cc1
i | 2.7 | O=C(O)c1ccc(NC(=O)c2ccccc2NC(=O)c2ccccc2Br)cc1
15.7% | -0.8 | COCc1cc(C)nc(N/N=C/c2ccc(Cl)c(Cl)c2)c1C#N
? | / | O=c1nc(-c2ccccc2)cn[nH]1
-5.6% | -4.7 | Cc1cc(=O)[nH]c2c(C)cc(S(=O)(=O)NCc3ccccc3)cc12
-19.1% | -9.4 | O=C1c2ccccc2C(=O)N1CCCCN(C(=O)c1cc([N+](=O)[O-])ccc1Cl)c1ccc(Cl)cc1
? | / | COc1ccc(CCOC(=O)c2ccc(N)c([N+](=O)[O-])c2)cc1
12.8% | 17.1 | O=C(O)CCSc1nnc(-c2ccc3c(c2)OCO3)o1
i | -5.0 | O=C1COc2ccc(S(=O)(=O)Nc3ccc(F)cc3)cc2N1
50.3% | / | CCN=C1SC(CC(=O)Nc2ccccc2)C(=O)N1CC (stereo unspecified)
-2.7% | -1.9 | N#C/C(=C\c1cccs1)C(=O)NCc1ccccc1
-0.1%[9.22 µM] | 4.3 | NC(=O)CSc1nnc2ccc(-c3ccco3)nn12
? | / | COc1ccccc1N1CCN(c2nccc(C)n2)CC1
-5.5%[9.22 µM] | 16.0 | COc1cc2c3nnc(-c4ccccc4)c-3cn(Cc3ccc(F)cc3)c2cc1OC
? | / | CN(Cc1ccccc1)S(=O)(=O)c1ccc(Cl)c(C(=O)OCC(N)=O)c1
i | / | O=C(COC(=O)CNC(=O)c1ccco1)Nc1ccc(Cl)cn1
? | / | O=C1CCN(CCc2ccccc2)CCN1[C@H](COc1ccccc1)c1ccccc1
-5.2% | / | COC(=O)C1CSC(C(=O)OC)N1C(=O)Nc1c(C)cccc1C (stereo unspecified)
? | / | O=C(O)C1C2C=CC3(CN(C4CCCC4)C(=O)C13)O2 (stereo unspecified)
16.0% | 13.8 | COCCN(C(=O)COC(=O)CCn1c(C)csc1=O)c1c(N)n(Cc2ccccc2)c(=O)[nH]c1=O
1.2% | 10.7 | C/C(CC(=O)NC(C)(C)C)=N\NC(=O)c1ccccc1N
-9.8% | -6.4 | CN(C)CCCNC(=O)c1cc2c3ccccc3n(C)c2s1
? | / | COc1ccc(Cc2nnc(SCc3ccc([N+](=O)[O-])cc3)o2)cc1
8.6% | 9.1 | Cc1ccc(S(=O)(=O)NCCCNc2ccc([N+](=O)[O-])cc2)cc1
-1.9% | -2.5 | O=C(NCc1cccs1)c1cccnc1Cl
? | / | Cc1cc(C)nc(N2CCC(C(=O)Nc3ccc(Oc4ccccc4)cc3)CC2)n1
-0.5% | 3.5 | O=[N+]([O-])c1ccc(N2CCCC2)cc1N1CCCC1
? | / | O=S(=O)(c1ccc(F)cc1)N1CCCC1
? | / | Cc1nn(-c2ccccc2)c(Cl)c1C(=O)NCc1ccccc1F
-16.0% | 9.8 | O=C(CSc1cccc[n+]1[O-])c1cccs1
? | / | CCC(Cc1ccccc1)NC(=O)CN(C)S(=O)(=O)c1ccc2c(c1)c(=O)n(C)c(=O)n2C (stereo unspecified)
i | 0.9 | Cc1ccc(OCC(=O)NCCCNC(=O)c2ccncc2)cc1
? | / | Cc1occc1C(=O)N/N=C/c1cccc2ccccc12

Retrieved by structure from above (three):
Lipid storage S3 | Lipid storage S3 cell count max | SMILES
? | / | Cc1nn(-c2ccccc2)c(Cl)c1C(=O)NCc1ccccc1F
? | / | Cc1cc(C)nc(N2CCC(C(=O)Nc3ccc(Oc4ccccc4)cc3)CC2)n1
-16.0% | 9.8 | O=C(CSc1cccc[n+]1[O-])c1cccs1

(list continues)
Lipid storage S3 | Lipid storage S3 cell count max | SMILES
-20.5% | -4.3 | S=c1nccc(-c2cc(Cl)sc2Cl)[nH]1
? | / | COc1ccc(S(=O)(=O)N2CCN(CCc3ccccc3)CC2)c(OC)c1
? | / | COCCOC(=O)C1=C(C)Nc2cc(=O)[nH]c(=O)n2C1c1cccc([N+](=O)[O-])c1 (stereo unspecified)
? | / | CCCNc1nc2c(c(=O)n(C)c(=O)n2C)n1Cc1ccc(F)cc1
i | / | O=C(Nc1cccc(Cl)c1)C1CCCN(c2cnccn2)C1 (stereo unspecified)
? | / | COc1cccc(CN2CCN(C(c3ccccc3)c3ccccc3)CC2)c1O
-34.4% | / | CCN1CCN(CCNC(=O)c2ccc(/C=C3/Sc4ccccc4N(Cc4cccc(C)c4)C3=O)cc2)CC1
6.6% | 18.3 | NC(=O)c1ccc(NC(=O)CCN2C(=O)c3ccccc3C2=O)cc1
-5.1% | -4.0 | CCOc1ccc(CN2CCN(C(=O)c3cccc4ccccc34)CC2)cc1
? | / | COc1ccc(N2CCN(C(c3ccccc3OC)c3nnnn3Cc3ccco3)CC2)cc1 (stereo unspecified)
? | / | Cc1ccsc1-c1nc(CSCC(=O)NCCN2CCCC2)c(C)o1
? | / | COC(=O)CNC(=O)C1CCCN1C(=O)CNC(=O)OC(C)(C)C (stereo unspecified)
7.6% | 2.7 | CCOC(=O)c1cnn(CCOC(=O)c2ccc(F)cc2)c1NC(=O)c1ccc(F)cc1
0.6% | 5.0 | Cc1cccc(N2CCN(S(=O)(=O)c3cccc4nonc34)CC2)c1C
? | / | CCc1ccccc1N/C(=N\S(=O)(=O)c1ccccc1)C(F)(F)F
16.8% | 9.1 | Cc1ccc(NC(=O)c2cccs2)cc1NC(=O)c1cccc(F)c1
7.4% | -0.5 | Cn1cccc1Cc1nnc(SCC(N)=O)n1-c1ccc(F)cc1
? | / | COc1ccc(CNC(=O)CNS(=O)(=O)c2ccc(Cl)cc2)cc1
? | / | Cc1cccc(NC(=O)c2n[nH]c([N+](=O)[O-])c2Br)c1C
? | / | Cc1nnc2ccc(-c3cccc(NS(=O)(=O)c4cc(F)ccc4F)c3)nn12
15.2% | -5.9 | C=CCn1c(COc2ccc(CC)cc2)nnc1SCC(=O)N(C)C1CCS(=O)(=O)C1 (stereo unspecified)
-20.1% | 3.6 | CN(C)CCN1C(=O)C2C3C=CC(C3)C2C1=O (stereo unspecified)
21.6% | 24.6 | Cc1[nH]c2ccccc2c1C(=O)CSc1nc2ncc(Cl)cc2[nH]1
-12.3% | -5.5 | OC[C@H]1O[C@@H]2O[C@H]3[C@H](O)[C@@H](O)[C@@H](O[C@H]4[C@H](O)[C@@H](O)[C@@H](O[C@H]5[C@H](O)[C@@H](O)[C@@H](O[C@H]6[C@H](O)[C@@H](O)[C@@H](O[C@H]7[C@H](O)[C@@H](O)[C@@H](O[C@H]1[C@H](O)[C@H]2O)O[C@@H]7CO)O[C@@H]6CO)O[C@@H]5CO)O[C@@H]4CO)O[C@@H]3CO
? | / | CC(=O)Oc1ccc(C(c2ccc(OC(C)=O)cc2)c2ccccn2)cc1
10.0% | 15.3 | CCOC(=O)C1C(=O)C=C(c2cccc(NS(C)(=O)=O)c2)CC1c1ccco1 (stereo unspecified)
? | / | CCOc1ccc(S(=O)(=O)N(C)CC(=O)NCc2ccc3c(c2)OCO3)cc1
? | / | CC(=O)c1c(C)[nH]c(C(=O)Nc2ccc(C)c(C)c2)c1C
? | / | O=C(OC1CCOC1=O)C1CCN(S(=O)(=O)c2ccc(Cl)c(C(F)(F)F)c2)CC1 (stereo unspecified)
? | / | COCc1cc(C)nc(SCC[N+](C)(C)CC(=O)c2ccccc2)c1C#N
? | / | N#Cc1ccccc1NC(=O)COC(=O)CCc1ccc(S(=O)(=O)N2CCCCC2)cc1
i | / | CC1CN(C(C)C)C(C)CC1OC(=O)c1ccccc1 (stereo unspecified)
? | / | CC(c1ccncn1)N(C)C(=O)c1ccc2oc(Cc3ccccc3)nc2c1 (stereo unspecified)
? | / | CCn1cc(Br)c(C(=O)Nc2ccc(Cl)cc2Cl)n1
? | / | COc1cc(NC(=O)c2ccco2)c(C(=O)OCC(=O)Nc2ncc(Cl)cc2Cl)cc1OC
? | / | N#Cc1ccc(CSc2nnc(-c3ccncc3)o2)cc1
13.2% | 17.1 | COc1ccc(CC(=O)Nc2ccc(C(=O)Nc3ccccc3C(=O)O)cc2)cc1OC
-5.3% | -1.8 | O=C(NCCN1CCOCC1)c1sc2ccccc2c1Cl
19.0% | 7.2 | CCNC(=S)Nc1cc(OCC)c(NC(=O)c2cccs2)cc1OCC
? | / | CCn1c(SCC(=O)NCc2ccccc2)nc2nc3c(cc2c1=O)CCCC3
i | 19.8 | ClC(Br)=C(n1cnc2ccccc21)n1cnc2ccccc21
? | / | O=C(CSc1nnc(NC(=O)C2CCC2)s1)NC1CC1
? | / | CC(=O)c1c(C)[nH]c(-c2ccccc2)c1C
3.2% | 3.2 | Nc1nnc(CC(=O)N/N=C\c2ccc(-c3cccc(Cl)c3)o2)s1
? | / | Cc1ccc(S(=O)(=O)NC(C)(C)CN2CCCCC2)cc1
? | / | COc1ccc(CNC(=O)C2CCCN2S(=O)(=O)c2ccc(C)cc2)cc1 (stereo unspecified)
5.5% | / | COc1ccc(CNC(=O)COC(=O)/C=C/c2ccco2)cc1
-1.6% | 7.6 | CC1CN(C(=O)c2cc3ccccc3oc2=O)CC(C)O1 (stereo unspecified)
4.2% | -1.0 | COc1cccc(-c2ncc3ccccc3c2COC(=O)CCC(=O)O)c1
5.1% | 7.0 | COc1ccc(Cn2ccnc2SCC(=O)NC2CCCC2)cc1
-1.4% | 8.1 | Cc1ccc(SCc2c(C(=O)N/N=C/C3CC=CCC3)nnn2-c2nonc2N)cc1 (stereo unspecified)
? | / | Cc1nc(NC(=O)COc2ccccc2)sc1C(=O)Nc1ccccc1
-19.7% | -10.5 | O=S(=O)(c1ccc(NC(=S)N/N=C/c2ccc(Oc3ccccc3)cc2)cc1)N1CCOCC1
? | / | CCn1nc(-c2ccccc2)c2nc3ccccc3nc21
? | / | CC1CCCC/C1=N\NS(=O)(=O)c1ccc(Br)cc1 (stereo unspecified)
? | / | COc1cc(C#Cc2c(-c3cncn3C)n(C)c3ccc(-c4cnc(OC)nc4)cc23)cc(OC)c1

(cont.)
Lipid storage S3 | Lipid storage S3 cell count max | SMILES
1.9% | -23.3 | O=C(OCC(=O)c1c[nH]c2ccccc12)c1cc(Br)ccc1O
2.2% | / | CSc1ncc(C(=O)Nc2ccc(Br)cn2)c(C)n1
? | / | CCN(CC(=O)NCc1ccc(F)cc1)C(=O)C1CCN(C(=O)Nc2ccccc2)CC1
9.7% | -0.3 | O=C(Nc1ccc(F)cc1)Nc1nnc(-c2ccncc2)s1
? | / | O=C(Nc1cccc(C(F)(F)F)c1)Nn1cnnc1
? | / | CC(C)c1nc2c(s1)CCc1onc(-c3cccc([N+](=O)[O-])c3)c1-2
? | / | COC(=O)C1=CN(C)C=C(C(=O)OC)C1c1ccsc1
-43.2% | -15.1 | Cc1ccc(C(=O)NC(=S)Nc2ccccc2C(F)(F)F)cc1

An excerpt from above in order of their number in Lipid storage S3 cell count max, low to high.
Lipid storage S3 | Lipid storage S3 cell count max | SMILES
1.9% | -23.3 | O=C(OCC(=O)c1c[nH]c2ccccc12)c1cc(Br)ccc1O
-43.2% | -15.1 | Cc1ccc(C(=O)NC(=S)Nc2ccccc2C(F)(F)F)cc1
9.7% | -0.3 | O=C(Nc1ccc(F)cc1)Nc1nnc(-c2ccncc2)s1

(listing goes on)
Lipid storage S3 | Lipid storage S3 cell count max | SMILES
? | / | O=C(c1ccc(Cl)cc1)N1CCN(c2ccnc3cc(Cl)ccc23)CC1
? | / | COc1cccc(-n2nnnc2SCC(=O)NC2CCCCC2)c1
? | / | N#CC(c1ccc(Cl)cc1)(c1ncc(C(F)(F)F)cc1Cl)N1CCOCC1 (stereo unspecified)
? | / | COCCNC(=O)CN(C(=O)CCC(=O)Nc1ccccn1)c1ccccc1F
1.0% | 0.4 | COc1ccccc1NS(=O)(=O)c1cccc(C(=O)NCC(C)(C)N2CCOCC2)c1
? | / | CCOCCCNC(=O)c1ccc(Cn2c(=O)[nH]c3ccsc3c2=O)cc1
-9.1% | -19.7 | COc1cccc(/C=C/C2=CC(C)(C)NC(=S)N2)c1
? | / | Cc1cccc(-c2nnc(SCC(=O)Nc3ncccn3)n2C)c1
-10.2% | / | Cc1ccc(C(=O)NCC(=O)Nc2ccncc2)s1
? | / | Cc1[nH]c2ccccc2c1/C=C/C(=O)c1ccncc1

Profiles, quoted from the list.
O=C(O)C1C2C=CC3(CN(C4CCCC4)C(=O)C13)O2 (stereo unspecified) as listed: Lipid storage S3 = ?; Lipid storage S3 cell count max = /
CN(C)CCCNC(=O)c1cc2c3ccccc3n(C)c2s1 as listed: Lipid storage S3 = -9.8%; Lipid storage S3 cell count max = -6.4
Cc1ccccc1Oc1ccc(-c2nc(N)nc(N)n2)cc1 as listed: Lipid storage S3 = 0.0%; Lipid storage S3 cell count max = -11.3
